High-throughput results deposited in PubChem BioAssay by several laboratories.
GPR35 arrestin U2OS: inhibition of zaprinast-stimulated GPR35 beta-arrestin translocation – imaging, U2OS, beta-arrestin-GFP, zaprinast agonist, primary screen (AID 2058) | U2OS GPR35 beta-arrestin-GFP translocation imaging, zaprinast antagonism; higher % means a stronger effect | 290,000 compounds, 0.052% hits | one-dose inhibition, % at 10 µM; IC50 in µM for titrated hits;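 active = inhibition of at least 50% with at least 30 cells and total cytoplasm GFP at most 10,000,000; inconclusive = under 30 cells or total GFP of 10,000,000 plus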
GPR55 LPI antagonism: inhibition of LPI-stimulated GPR55 beta-arrestin translocation – imaging, U2OS, beta-arrestin-GFP, LPI agonist, primary screen (AID 2013). U2OS GPR55 beta-arrestin-GFP translocation imaging, LPI antagonism; higher % means a stronger effect. inhibition, % at 10 µM; hits with a dose series show IC50 in µM. 290,000 compounds, 0.13% hits;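 active = spots per cell inhibited over 60%, with over 100 cells counted and total cytoplasm intensity under 500,000; inconclusive = wells with under 100 cells, flagged as likely toxic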;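 note: U2OS cells stably carrying GPR55 and arrestin-GFP stimulated by 5 µM LPI near EC80; imaged beta-arrestin-GFP aggregate spots per cell after agonist stimulation; plate controls were LPI-stimulated DMSO wells for no effect and DMSO wells without LPI for full effect; some results filed as inactive read as strong as hits; confirmed hits need IC50 under 10 µM and bright autofluorescent wells are also inconclusive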
GPR55 beta-arrestin: GPR55 agonists via beta-arrestin recruitment, primary screen, imaging, U2OS cells, beta-arrestin-GFP redistribution (AID 1961); 290,000 compounds, 0.048% hits; U2OS GPR55 beta-arrestin-GFP redistribution imaging; higher % means a stronger effect; activation, % at 10 µM; hits with a dose series show EC50 in µM;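 active = activation above 40% with more than 50 cells counted in the well; inconclusive = wells holding fewer than 50 cells, flagged as toxic or sparse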;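 note: U2OS osteosarcoma cells stably expressing GPR55 and beta-arrestin-GFP; plate controls were DMSO negative control for no effect and LPI positive control for full effect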
KOR beta-arrestin-1: KOR antagonists, beta-arrestin recruitment, cell-based, luminescence, uHTS (AID 1778). KOR beta-arrestin recruitment, luminescence, antagonist mode; higher % means a stronger effect. inhibition, % at 10 µM; hits with a dose series show IC50 in µM. 290,000 compounds, 0.091% hits; in the data active = inhibition above about 50%; note: strong numbers were not always called active
NOD1 inhibition: inhibition of NOD1-driven NF-kB reporter – cell-based, luminescence, uHTS, primary screen (AID 1578); NOD1-driven NF-kB luciferase reporter cells, luminescence; higher % means a stronger effect; inhibition, % at 4 µM; hits with a dose series show EC50 in µM; 290,000 compounds, 1% hits; in the data active = inhibition mostly above about 36%, no sharp cut-off; inactive = mostly below about 34%;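 note: HEK-293T reporter cells stimulated with the NOD1 agonist gamma-tri-DAP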
UTI89 phage lysis: protection from phage-mediated lysis, alamar blue read-out – E. coli UTI89, K1F phage, bacterial capsule biogenesis inhibitors (AID 488966) | inhibition, % at 100 µM, or IC50 in µM where a hit was titrated | 340,000 compounds, 0.02% hits | E. coli UTI89 K1F phage lysis, alamar blue, 2 h; higher % means a stronger effect;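 active = phage lysis inhibition, versus mean bacterial control, above a set limit; inconclusive = no clear call, values can overlap the other calls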;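 note: capsule biogenesis inhibitors block K1F phage lysis so surviving cells raise fluorescence; higher fluorescence means more inhibition of phage lysis; actives were called in the ten point dose series up to 300 µM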
KOR beta-arrestin-2: kappa opioid receptor activators – cell-based, luminescence, uHTS, primary screen (AID 1777); KOR beta-arrestin recruitment, luminescence; higher % means a stronger effect; activation, % at 10 µM, or EC50 in µM where a hit was titrated; 280,000 compounds, 0.02% hits; in the data active = activation above about 50%, passing the limit was not always enough; note: a part of the inactive calls stands beside numbers as strong as those of hits
MgcRacGAP inhibition: MgcRacGAP GTPase-activating activity inhibitors, confirmation, biochemical, ADP Hunter fluorescence. MgcRacGAP-stimulated Rac1 GTP hydrolysis, ADP Hunter fluorescence; higher % means a stronger effect; GST-tagged Rac1 F28L mutant substrate. one-dose inhibition, % at 30 µM; IC50 in µM for titrated hits. 340,000 compounds, 0.6% hits;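 active = first-screen hits whose inhibition reached a set limit at any dose in the follow-up dose series; inconclusive = inhibition above the set first-screen limit but never retested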;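 note: fluorescence reports GDP produced by GAP-driven GTP hydrolysis; strong numbers were not always called active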
NTR1 ag: agonists of NTR1, primary screen, imaging, U2OS cells, beta-arrestin-GFP, high content (AID 493036). P30989. NTR1-U2OS beta-arrestin-GFP spot imaging, agonist mode. activation, % at 20 µM. 330,000 compounds, 0.17% hits;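 active = activation at or above 40% of the spot to cytoplasm intensity ratio, with at least 20 cells analyzed; inconclusive = wells under 20 cells, flagged as cytotoxic or low count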;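 note: 0% = DMSO without peptide and 100% = 100 nM NTR1 peptide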
Target sequence (P30989 whole entry, looked up): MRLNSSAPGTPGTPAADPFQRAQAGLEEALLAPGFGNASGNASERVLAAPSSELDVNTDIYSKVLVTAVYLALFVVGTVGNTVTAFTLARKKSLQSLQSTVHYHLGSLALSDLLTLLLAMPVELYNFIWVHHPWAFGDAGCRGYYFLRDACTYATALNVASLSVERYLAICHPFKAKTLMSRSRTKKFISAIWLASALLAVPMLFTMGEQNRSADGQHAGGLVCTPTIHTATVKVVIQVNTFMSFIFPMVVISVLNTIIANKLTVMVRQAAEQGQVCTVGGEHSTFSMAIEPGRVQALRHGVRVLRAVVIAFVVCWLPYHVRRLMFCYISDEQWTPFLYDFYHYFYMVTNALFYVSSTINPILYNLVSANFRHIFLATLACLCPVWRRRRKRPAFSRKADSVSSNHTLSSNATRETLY
NTR1 ag cell count 20 µM: recorded beside NTR1 ag, whose call it bears; cell count; measured here: cell count, cytotoxicity flag
An asterisk follows results filed as active; [ ] = remark or other dose.

What do the screens show for `CC(=O)c1cccc(N(CC(=O)Nc2ccc(S(=O)(=O)N3CCCC3)cc2)S(C)(=O)=O)c1`?
GPR35 arrestin U2OS: 14%; GPR55 LPI antagonism: 5%; GPR55 beta-arrestin: -0.2%; KOR beta-arrestin-1: -11%; NOD1 inhibition: 4%; UTI89 phage lysis: -1.0%[50 µM]; KOR beta-arrestin-2: 2.1%; MgcRacGAP inhibition: 7%; NTR1 ag: 0.3; NTR1 ag cell count 20 µM: 55

What do the screens show for `COc1cc(OC)cc(-c2n[nH]c(=S)n2-c2ccc3c(c2)OCO3)c1`?
GPR35 arrestin U2OS: -13%; GPR55 LPI antagonism: 4%; GPR55 beta-arrestin: -0.8%; KOR beta-arrestin-1: 4%; NOD1 inhibition: -23%; UTI89 phage lysis: 4.2%; KOR beta-arrestin-2: 3.4%; MgcRacGAP inhibition: 13%; NTR1 ag: 0.0; NTR1 ag cell count 20 µM: 49

How did COc1ccc(Cn2c(CCC(=O)Nc3ccc(C)cc3)nc3cccnc32)cc1 do in these assays?
GPR35 arrestin U2OS: 12%; GPR55 LPI antagonism: 2%; GPR55 beta-arrestin: 0.0%; KOR beta-arrestin-1: 7%; NOD1 inhibition: -9%; UTI89 phage lysis: 1.7%; KOR beta-arrestin-2: -5.3%; MgcRacGAP inhibition: 2%; NTR1 ag: -0.2; NTR1 ag cell count 20 µM: 84

Results for O=C(CSc1ncnc2c1oc1ccccc12)OCc1ccccc1 ?
GPR35 arrestin U2OS: 11%; GPR55 LPI antagonism: 10%; GPR55 beta-arrestin: -0.1%; KOR beta-arrestin-1: 4%; NOD1 inhibition: -30%; UTI89 phage lysis: -1.8%; KOR beta-arrestin-2: 1.4%; MgcRacGAP inhibition: 5%; NTR1 ag: 2.3; NTR1 ag cell count 20 µM: 56

Results for COc1ccc(C(CC(=O)c2ccc(C)cc2)C(C#N)C#N)cc1OC (stereo not given) ?
GPR35 arrestin U2OS: 1%; GPR55 LPI antagonism: 3%; GPR55 beta-arrestin: 0.2%; KOR beta-arrestin-1: -7%; NOD1 inhibition: 81%*; UTI89 phage lysis: 1.8%[50 µM]; KOR beta-arrestin-2: -0.2%; MgcRacGAP inhibition: -1%; NTR1 ag: -0.2; NTR1 ag cell count 20 µM: 72

How did COc1ccc2ccc(O)c(CN(C)CC(=O)Nc3ccccc3C(F)(F)F)c2c1 do in these assays?
GPR35 arrestin U2OS: 26%; GPR55 LPI antagonism: -3%; KOR beta-arrestin-1: -32%; NOD1 inhibition: -3%; UTI89 phage lysis: 0.2%; KOR beta-arrestin-2: -0.1%; MgcRacGAP inhibition: 4%; NTR1 ag: 2.6; NTR1 ag cell count 20 µM: 50

What do the screens show for `CC1CCN(C(=O)c2ccc3c(Cl)c4c(nc3c2)CCCC4)CC1`?
GPR35 arrestin U2OS: -14%; GPR55 LPI antagonism: -2%; GPR55 beta-arrestin: 0.3%; KOR beta-arrestin-1: -21%; NOD1 inhibition: -41%; UTI89 phage lysis: 0.3%; KOR beta-arrestin-2: 4.4%; MgcRacGAP inhibition: 3%; NTR1 ag: 5.7; NTR1 ag cell count 20 µM: 76

What do the screens show for `Cc1ccc(NC(=O)COC(=O)c2ccc(Cl)cc2)cc1S(=O)(=O)N(C)C`?
GPR35 arrestin U2OS: 0%; GPR55 LPI antagonism: -11%; GPR55 beta-arrestin: -0.3%; KOR beta-arrestin-1: -20%; NOD1 inhibition: 21%; UTI89 phage lysis: -1.1%; KOR beta-arrestin-2: 2.5%; MgcRacGAP inhibition: 8%; NTR1 ag: -0.4; NTR1 ag cell count 20 µM: 24

What do the screens show for `CCOC(=O)C1=C(CS(=O)(=O)c2ccc(C)cc2)NC(=O)NC1c1cc(OC)c(OC)c(OC)c1` (stereo not given)?
GPR35 arrestin U2OS: -4%; GPR55 LPI antagonism: -1%; GPR55 beta-arrestin: 0.3%; KOR beta-arrestin-1: -30%; NOD1 inhibition: -26%; UTI89 phage lysis: 0.4%; KOR beta-arrestin-2: 2.5%; MgcRacGAP inhibition: 9%; NTR1 ag: 48*; NTR1 ag cell count 20 µM: 38*

What do the screens show for `COc1ccccc1COCC(O)CN1CCCCC1CO` (stereo not given)?
GPR35 arrestin U2OS: 1%; GPR55 LPI antagonism: 3%; GPR55 beta-arrestin: 0.0%; KOR beta-arrestin-1: 1%; NOD1 inhibition: 2%; UTI89 phage lysis: 0.0%; KOR beta-arrestin-2: -0.5%; MgcRacGAP inhibition: 30%; NTR1 ag: -1.6; NTR1 ag cell count 20 µM: 93

What do the screens show for `Cc1ccc(-c2n[nH]c(=S)n2/N=C\c2ccco2)cc1`?
GPR35 arrestin U2OS: -4%; GPR55 LPI antagonism: 4%; GPR55 beta-arrestin: -0.1%; KOR beta-arrestin-1: 43%; NOD1 inhibition: -15%; UTI89 phage lysis: 4.0%; KOR beta-arrestin-2: -1.0%; MgcRacGAP inhibition: inconclusive; NTR1 ag: 0.2; NTR1 ag cell count 20 µM: 57

How did Fc1ccc2c(c1)C(c1ccncc1)=NNC(c1cccnc1)=N2 do in these assays?
GPR35 arrestin U2OS: 7%; GPR55 LPI antagonism: -1%; GPR55 beta-arrestin: 0.1%; KOR beta-arrestin-1: -36%; NOD1 inhibition: 31%; UTI89 phage lysis: 0.3%; KOR beta-arrestin-2: 1.9%; MgcRacGAP inhibition: 8%; NTR1 ag: 2.0; NTR1 ag cell count 20 µM: 97

What do the screens show for `O=C(N/N=C\C=C\c1ccc([N+](=O)[O-])o1)c1cccs1`?
GPR35 arrestin U2OS: 6%; GPR55 LPI antagonism: 12%; GPR55 beta-arrestin: 0.0%; KOR beta-arrestin-1: 0%; NOD1 inhibition: 3%; UTI89 phage lysis: -0.9%[50 µM]; KOR beta-arrestin-2: -3.0%; MgcRacGAP inhibition: 7%; NTR1 ag: 1.9; NTR1 ag cell count 20 µM: 90

What do the screens show for `O=C(c1ccc(Cl)c(S(=O)(=O)N2CCOCC2)c1)N1CCN(c2ccccc2)CC1`?
GPR35 arrestin U2OS: 4%; GPR55 LPI antagonism: 15%; GPR55 beta-arrestin: -0.1%; KOR beta-arrestin-1: -14%; NOD1 inhibition: -2%; UTI89 phage lysis: 2.4%[50 µM]; KOR beta-arrestin-2: 4.3%; MgcRacGAP inhibition: 10%; NTR1 ag: 0.2; NTR1 ag cell count 20 µM: 73

What do the screens show for `CCCNC(=O)c1cc(Cl)c(NC(=O)C2=CSCCO2)cc1OC`?
GPR35 arrestin U2OS: 2%; GPR55 LPI antagonism: 12%; GPR55 beta-arrestin: 0.7%; KOR beta-arrestin-1: -18%; NOD1 inhibition: -48%; UTI89 phage lysis: 0.1%; KOR beta-arrestin-2: -0.8%; MgcRacGAP inhibition: 12%; NTR1 ag: 1.3; NTR1 ag cell count 20 µM: 79

What do the screens show for `Cc1ccc(NC(=O)COC(=O)c2cc(C)nc3ccccc23)c([N+](=O)[O-])c1`?
GPR35 arrestin U2OS: -2%; GPR55 LPI antagonism: 8%; GPR55 beta-arrestin: 0.5%; KOR beta-arrestin-1: -51%; NOD1 inhibition: -3%; UTI89 phage lysis: 0.4%; KOR beta-arrestin-2: -2.9%; MgcRacGAP inhibition: 15%; NTR1 ag: 0.2; NTR1 ag cell count 20 µM: 92

Results for Cc1cc(NC(=O)/C=C/C(=O)N(c2ccccc2C)C(C(=O)NC2CCCC2)c2ccc(F)cc2)no1 (stereo not given) ?
GPR35 arrestin U2OS: 6%; GPR55 LPI antagonism: -5%; GPR55 beta-arrestin: -0.1%; KOR beta-arrestin-1: -17%; NOD1 inhibition: 30%; UTI89 phage lysis: 0.1%; KOR beta-arrestin-2: 2.3%; MgcRacGAP inhibition: 10%; NTR1 ag: 7.3; NTR1 ag cell count 20 µM: 53

How did CCCCN(C(=O)/C=C/c1ccco1)c1c(N)n(CC(C)C)c(=O)[nH]c1=O do in these assays?
GPR35 arrestin U2OS: 3%; GPR55 LPI antagonism: 7%; GPR55 beta-arrestin: -0.4%; KOR beta-arrestin-1: 8%; NOD1 inhibition: -8%; UTI89 phage lysis: -0.8%; KOR beta-arrestin-2: -2.6%; MgcRacGAP inhibition: -6%; NTR1 ag: -0.4; NTR1 ag cell count 20 µM: 24

How did Cc1cc(=O)[nH]c(N/N=C/c2c(F)c(F)c(F)c(F)c2F)n1 do in these assays?
GPR35 arrestin U2OS: -14%; GPR55 LPI antagonism: 5%; GPR55 beta-arrestin: -0.1%; KOR beta-arrestin-1: 32%; NOD1 inhibition: 9%; UTI89 phage lysis: -0.1%; KOR beta-arrestin-2: -18%; MgcRacGAP inhibition: 0%; NTR1 ag: -1.7; NTR1 ag cell count 20 µM: 84

What do the screens show for `Cc1ccc(C(=O)Nc2nnc(S(=O)(=O)N3CCC(C)CC3)s2)cc1`?
GPR35 arrestin U2OS: 21%; GPR55 LPI antagonism: 1%; GPR55 beta-arrestin: -0.1%; KOR beta-arrestin-1: 0%; NOD1 inhibition: 6%; UTI89 phage lysis: 0.3%; KOR beta-arrestin-2: -1.3%; MgcRacGAP inhibition: -1%; NTR1 ag: 1.6; NTR1 ag cell count 20 µM: 66

Results for Cc1ccc(Cl)cc1N1CCN(S(=O)(=O)c2c(C(=O)N3CCOCC3)c(C)n(C)c2C)CC1 ?
GPR35 arrestin U2OS: -3%; GPR55 LPI antagonism: -6%; GPR55 beta-arrestin: 0.5%; KOR beta-arrestin-1: -22%; NOD1 inhibition: -19%; UTI89 phage lysis: -0.1%; KOR beta-arrestin-2: 4.2%; MgcRacGAP inhibition: -13%; NTR1 ag: -0.4; NTR1 ag cell count 20 µM: 56

Results for COc1ccc(N(CC(=O)NCc2cccs2)S(=O)(=O)c2cccnc2)cc1 ?
GPR35 arrestin U2OS: 11%; GPR55 LPI antagonism: 1%; GPR55 beta-arrestin: -0.2%; KOR beta-arrestin-1: 4%; NOD1 inhibition: -11%; UTI89 phage lysis: 2.9%; KOR beta-arrestin-2: -1.5%; MgcRacGAP inhibition: 3%; NTR1 ag: -1.4; NTR1 ag cell count 20 µM: 56

These rows are one share of the data; count on the stated rates, not on these rows.
